Mm-Cpn inhibitor: inhibitors of Methanococcus maripaludis chaperonin (MmCpn); AID 504842; Potency, µM (series often up to 76.9 µM), without a hit: at the top dose activity, negative = inhibition, most hits filed as inhibitors; purified Mm-Cpn ATPase, ADP Transcreener TR-FRET; 330,000 compounds, 0.031% hits; also: potency is read from the fitted curve at half-maximal effect; % is scaled to controls: 0 for no effect and ±100 for the full control effect; nearly all actives have a fitted effect of over 80% in size
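ATPase turnover read by TR-FRET ADP competition (Eu cryptate antibody/ADP-d2, 665/590 nm): 10uM ATP final, 25nM Mm-CPN final, 30 min 37degC after 10-min compound preincubation, pH 7.4 Tris/KCl/MgCl2/DTT buffer.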
CCT modulator: cytosolic chaperonin activity modulation. activity change, % (no concentration beside the values), hits read low. AID 651819. 360,000 compounds, 0.3% hits. purified chaperonin ATPase assay, HTRF ADP detection, 30 min; in the data active = activity change below about -30%; also: % is scaled to controls: 0 for no effect and ±100 for the full control effect
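We incubate TRiC, 40 or 20 nM final, with library compounds at 76 uM and 10 uM ATP for 30 min at 37 °C. ADP formed is detected with Transcreener HTRF reagents after 30 min at room temperature.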
Nrf2 inh: blocks Nrf2 signaling; A549 ARE-Fluc reporter, luciferase luminescence, 18-24 h; Potency, µM (top dose mostly 46 µM), without a hit: at the highest dose activity change, negative = inhibition, actives largely listed as inhibitors; 360,000 compounds, 2.1% hits; also: potency is read from the fitted curve at half-maximal effect; % is scaled to controls: 0 for no effect and ±100 for the full control effect; nearly all actives have a fitted effect of over 60% in size
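Cells were seeded and rested 2 h, then exposed to compounds for 18-24 h. CellTiter-Fluor was read first as a viability measure. BugLite was added 15 min before the final luminescent read of ARE-luciferase activity in A549 cells.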
A549 viability: kills or reduces viability of A549 cells in Nrf2 counter-screen. A549 ARE-Fluc cells, CellTiter-Fluor viability, 18-24 h. Potency, µM (highest dose often 46 µM), for the others: at the top dose activity change, negative = cytotoxicity, most hits filed as inhibitors. 390,000 compounds, 0.16% hits. AID 504648; also: potency is read from the fitted curve at half-maximal effect; % is scaled to controls: 0 for no effect and ±100 for the full control effect
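A549 ARE-Fluc cells in 5% FBS OPTI-MEM, 5000 cells/well, rested 2 h then exposed to compounds in concentration-response for 18-24 h at 37 °C. Viability by CellTiter-Fluor fluorescence (Ex 405/Em 525) after 30 min; luciferase luminescence (BugLite, 15 min, RT) read afterwards.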
Nrf2 activator: activates Nrf2 signaling; AID 624171; 410,000 compounds, 0.31% hits; AREc32 ARE-luciferase reporter (MCF7-derived line), luminescence, 24 h; Potency, µM (titrated, usually from 46.1 µM), for inactives: at the top dose activation, usual class: activators; also: potency is read from the fitted curve at half-maximal effect; % of control where 0% means no effect; nearly all actives have a fitted effect of over 65% in size
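Nrf2 activation is followed as ARE-luciferase induction in the AREc32 line after one day of compound treatment; luminescence is read with Steady-Glo.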
EPAC2 antagonist: EPAC2 (human) antagonism; Q8WZA2; EPAC2 GEF exchange of Rap1B-BODIPY-GDP, fluorescence; Potency, µM (highest dose often 114 µM), for inactives: at the highest dose activity, negative = inhibition, usual class: inhibitors; 360,000 compounds, 0.18% hits; AID 720708; also: potency is read from the fitted curve at half-maximal effect; % is scaled to controls: 0 for no effect and ±100 for the full control effect; nearly all actives have a fitted effect of over 45% in size; many of its hits are not listed in these tables
Target sequence (Q8WZA2 whole entry, looked up): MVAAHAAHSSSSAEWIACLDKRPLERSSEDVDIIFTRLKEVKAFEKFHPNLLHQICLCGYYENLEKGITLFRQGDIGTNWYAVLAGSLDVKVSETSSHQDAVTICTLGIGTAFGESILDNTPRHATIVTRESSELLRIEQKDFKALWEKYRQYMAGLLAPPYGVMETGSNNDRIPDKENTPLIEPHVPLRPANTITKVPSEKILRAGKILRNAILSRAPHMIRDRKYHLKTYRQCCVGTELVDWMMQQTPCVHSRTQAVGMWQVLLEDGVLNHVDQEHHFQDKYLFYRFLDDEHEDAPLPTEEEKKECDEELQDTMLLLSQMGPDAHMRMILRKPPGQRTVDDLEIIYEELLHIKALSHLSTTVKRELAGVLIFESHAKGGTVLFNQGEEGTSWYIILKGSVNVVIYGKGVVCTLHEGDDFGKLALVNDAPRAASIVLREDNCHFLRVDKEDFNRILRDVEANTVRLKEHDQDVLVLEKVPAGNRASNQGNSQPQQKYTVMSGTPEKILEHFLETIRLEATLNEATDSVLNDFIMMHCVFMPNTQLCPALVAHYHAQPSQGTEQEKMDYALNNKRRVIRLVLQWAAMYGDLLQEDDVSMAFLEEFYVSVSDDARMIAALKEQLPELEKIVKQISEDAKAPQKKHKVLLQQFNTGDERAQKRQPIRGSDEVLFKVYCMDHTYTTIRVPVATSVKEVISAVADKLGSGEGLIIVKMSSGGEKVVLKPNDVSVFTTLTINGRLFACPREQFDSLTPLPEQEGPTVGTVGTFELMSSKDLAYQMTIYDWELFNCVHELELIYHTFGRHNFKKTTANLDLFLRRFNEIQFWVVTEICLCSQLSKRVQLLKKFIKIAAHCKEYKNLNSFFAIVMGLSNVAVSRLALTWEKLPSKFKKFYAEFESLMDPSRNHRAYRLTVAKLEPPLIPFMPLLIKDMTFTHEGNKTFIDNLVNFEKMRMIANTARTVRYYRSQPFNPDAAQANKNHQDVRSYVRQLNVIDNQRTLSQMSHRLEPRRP
pAkt inh: blocks phosphorylation of Akt; Neuro2A IGF-stimulated pAkt S473 HTRF, 20 min; active compounds read low; activity change, % for hits at 50 µM; 360,000 compounds, 0.32% hits; in the data active = activity change below about -80%; inconclusive = mostly about -51% to -80%; also: % is scaled to controls: 0 for no effect and ±100 for the full control effect
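Neuro2A cells in DMEM with 0.5% FBS, overnight at 37 deg C, given compound at single 50 µM final, then IGF (6 nM final) for 20 min at 37 deg C. Lysed; phospho-Akt Ser473 by HTRF after 24 h, 665/615 ratio.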
EPAC2 agonist: agonists of human EPAC2 (RAPGEF4); 360,000 compounds, 0.079% hits; Potency, µM (series often up to 154 µM), without a hit: at the highest dose activation, most hits filed as activators; Q8WZA2; EPAC2 activation, biochemical qHTS; response scale: 100% = 6.5 mM cAMP response; also: potency is read from the fitted curve at half-maximal effect; nearly all actives have a fitted effect of over 50% in size
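Exchange assay: 100 nM EPAC2 with 250 nM Rap1B-BODIPY-GDP and 50 uM GDP. Fluorescence (ex 480/em 540 nm) read every 5 min for 30 min at room temperature. Data normalized to 6.5 mM cAMP as agonist control.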
TGFb inhibitor: blocks TGF-b signaling; Potency, µM (titrated, usually from 46.1 µM), for inactives: top-dose activity, negative = inhibition, most hits filed as inhibitors; AID 588855; 410,000 compounds, 1.2% hits; HepG2 CAGA-GFP TGF-b/SMAD3 reporter, GFP fluorescence, 18 h; TGF-beta stimulated, 500 pg/mL final; also: potency is read from the fitted curve at half-maximal effect; % is scaled to controls: 0 for no effect and ±100 for the full control effect; nearly all actives have a fitted effect of over 65% in size
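TGF-beta reporter screen: HEPG2 CAGA-GFP, 1% FBS, 500 pg/mL TGF-beta final, 18 h; per-cell GFP summed per well; curves fitted and categorized by class.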
* hit, by the source's call; i = inactive; ? = inconclusive; · = not tested or not shown; [ ] = another dose, or the depositor's remark. Unless noted, calls follow the shape of the dose curve; as a rule, active = well fitted curve in the direction sought with a large enough effect; inconclusive = small, poorly fitted or top-dose-only effect, or another doubt; inactive = no such curve, though single readings can be large; an effect the other way counts as inactive or inconclusive.

SMILES	Mm-Cpn inhibitor	CCT modulator	Nrf2 inh	A549 viability	Nrf2 activator	EPAC2 antagonist	pAkt inh	EPAC2 agonist	TGFb inhibitor
COC(=O)C(c1ccccc1)N(Cc1cccc(CN(C(C(=O)OC)c2ccccc2)S(C)(=O)=O)c1)S(C)(=O)=O (stereo not given)	-3%	0.3	8%	-3%	-0.3%	-2%	i	3%	-17%
CC(=O)Nc1ccc(SC(C)C(=O)NC(N)=O)cc1 (stereo not given)	0%	-8.2	7%	·	0.4%	4%	i	8%	1%
CC(C)(C)C(=O)C[n+]1ccc(C(N)=O)cc1	0%	-7.0	3%	0%	0.1%	9%	i	0%	20%
CCOc1ccc(C2NC(=O)NC(c3ccccc3)=C2C(C)=O)cc1OC (stereo not given)	0%	0.3	0%	2%	0.4%	2%	i	10%	-4%
CCc1cc2c(cc3c(=O)n(CCCC(=O)NCc4cccc(Cl)c4)ncn32)s1	·	·	-18%	-9%	-1.7%	·	·	·	-1%
CCC(C)NC(=O)CC(c1ccc(OC)cc1)n1cccc1 (stereo not given)	-1%	-0.5	5%	-4%	0.3%	3%	i	-7%	?
COc1cc(OC)cc(C(=O)NCC(=O)N2CCCCCCC2)c1	0%	-0.4	-17%	2%	0.0%	-15%	i	4%	-10%
CCCCC(=O)NS(=O)(=O)c1ccc(N=NN2CCOCC2)cc1	2%	-0.2	3%	5%	2.7%	5%	i	4%	1%
CC(=O)Nc1cccc(Nc2cnccn2)c1	·	0.0	·	·	1.0%	8%	i	6%	?
CCCC(=O)Nc1cc(C)c2c(=O)oc3ccccc3c2n1	2%	-1.8	19%	0%	?	-4%	i	1%	0%
COc1cccc(OCC(=O)NNC(=O)C(=O)N2CCCC2)c1	-1%	0.4	19%	-2%	0.0%	15%	i	4%	?
CCOC(=O)c1nc2ccccc2c(=O)[nH]1	-2%	0.4	?	2%	6.3%	17%	i	-5%	6%
C=CCNC(=O)c1ccc2c3n(nc2c1)-c1ccc(Cl)cc1CO3	·	-1.9	21%	6%	4.9%	-4%	i	8%	-22%
CC(C)CCNC(=O)C1CCC(CNS(=O)(=O)c2ccc(Cl)cc2)CC1 (stereo not given)	1%	-2.9	5%	5%	-0.5%	-9%	i	-1%	-20%
O/N=C/c1cn(-c2ccccc2)nc1-c1cccnc1	0%	-1.0	-23%	17%	0.2%	-6%	i	11%	-13%
CCC(Sc1nc2ncccc2[nH]1)C(=O)Nc1ccccc1F (stereo not given)	·	·	0%	3%	9.2%	·	·	·	-25%
CN(CC(=O)Nc1ccc(N2CCOCC2)cc1)C(=O)c1cccc(Cl)c1Cl	0%	0.3	13%	3%	-0.3%	13%	i	1%	4%
O=C(O)CCC(=O)N1CCN(c2nc(-c3ccccc3)c3ccccc3n2)CC1	0%	2.9	?	-10%	0.2%	-19%	i	-5%	-3%
COc1ccc(CCNC(=O)Cc2ccc(OCc3ccccc3)c(OC)c2[N+](=O)[O-])cc1OCc1ccccc1	-2%	-4.5	?	-9%	-0.2%	13%	i	7%	-3%
Cc1nc2c(=O)[nH]c3ccccc3c2o1	-1%	1.5	?	6%	0.2%	-7%	i	1%	-2%
CO/N=C\CC(=O)Nc1ccc(Oc2ccccc2)cc1	-3%	1.7	?	-14%	-0.1%	6%	i	8%	-3%
Cc1cccc(-c2noc(CNC(=O)c3ccccc3Br)n2)c1	·	·	-20%	0%	4.2%	·	·	·	0%
O=C(Cc1csc(-c2ccc(F)cc2)n1)Nc1cccc(S(=O)(=O)NC2=NCCC2)c1	?	1.6	?	-18%	0.3%	3%	i	5%	11%
CCC(Sc1ccc(C(=O)O)cc1)C(=O)O (stereo not given)	0%	0.2	?	1%	1.1%	-18%	i	7%	0%
CC(C)(C)C(=O)c1cnc(Nc2ccccc2)s1	·	-5.1	?	-5%	13%	?	i	9%	7%
Cn1ccc2c(-c3cncc4ccccc34)cc3c(c21)C1CCC3C1 (stereo not given)	·	-1.9	·	·	0.6%	9%	i	9%	-29%
O=C(Cc1ccc(Cl)cc1)Nc1ccccc1C(=O)N1CCCC1	-2%	-0.9	6%	-1%	-0.2%	6%	i	9%	-19%
CCOC(=O)C(=O)NCC(c1cccs1)S(=O)(=O)c1ccc(F)cc1 (stereo not given)	1%	-1.9	-10%	2%	-0.1%	-3%	i	6%	4%
Cc1ccc(N2CCN(C(=O)c3cc(S(=O)(=O)N4CCCCC4)c[nH]3)CC2)c(C)c1	·	·	?	-4%	-0.6%	·	·	·	?
O=C(Nc1nc(-c2ccccc2)cs1)c1ccc2c(=O)n3c(nc2c1)CCCCC3	3%	-1.9	5.8µM*	?	0.6%	-4%	i	10%	?
O=C(Nc1ccccc1F)c1c[nH]c(=O)[nH]c1=O	-4%	0.4	0%	3%	2.1%	-6%	i	3%	-3%
CC1=C(C(=O)Nc2cccnc2)C(c2ccc3c(c2)OCO3)C2=C(CCCC2=O)N1 (stereo not given)	0%	-1.4	10%	-2%	0.0%	-2%	i	7%	0%
Cc1sc2nc(SC3CCOC3=O)n(Cc3ccccc3)c(=O)c2c1C (stereo not given)	1%	-3.7	17%	0%	0.5%	-10%	i	2%	-12%
CCC(CC)C(=O)NCCc1ccc(S(N)(=O)=O)cc1	0%	2.3	-26%	-10%	0.1%	4%	·	1%	-10%
CCCCc1nnc(NC(=O)c2nc3nccc(C)n3n2)s1	1%	-5.1	0%	4%	-1.3%	9%	i	-2%	0%
O=C(NC(C(=O)N/N=C/c1ccccn1)c1n[nH]c(=O)c2ccccc12)c1ccccc1 (stereo not given)	0%	-1.6	?	-6%	0.4%	-7%	i	-1%	-8%
CCOC(=O)C1CCN(c2c(NCCN(CC)c3ccccc3)c(=O)c2=O)CC1	1%	-2.8	0%	21%	-0.8%	-6%	i	-4%	18%
Cc1nnc(NC(=O)CSc2nnc(CNC(=O)c3ccccc3)n2-c2ccccc2)s1	1%	-1.7	14%	8%	0.5%	18%	i	11%	-10%
c1ccc(C2CNCc3c2ccc2ccccc32)cc1 (stereo not given)	0%	-1.4	9%	-6%	2.8%	1%	i	-4%	13µM*
Cc1ccc(OCCCCn2c(CCNC(=O)C(C)(C)C)nc3ccccc32)cc1	·	·	-29%	-13%	1.0%	·	·	·	?

Some of these compounds in order of SMILES length, falling:
SMILES	Mm-Cpn inhibitor	CCT modulator	Nrf2 inh	A549 viability	Nrf2 activator	EPAC2 antagonist	pAkt inh	EPAC2 agonist	TGFb inhibitor
Cc1nnc(NC(=O)CSc2nnc(CNC(=O)c3ccccc3)n2-c2ccccc2)s1	1%	-1.7	14%	8%	0.5%	18%	i	11%	-10%
Cc1ccc(OCCCCn2c(CCNC(=O)C(C)(C)C)nc3ccccc32)cc1	·	·	-29%	-13%	1.0%	·	·	·	?
c1ccc(C2CNCc3c2ccc2ccccc32)cc1 (stereo not given)	0%	-1.4	9%	-6%	2.8%	1%	i	-4%	13µM*

New compounds follow:
SMILES	Mm-Cpn inhibitor	CCT modulator	Nrf2 inh	A549 viability	Nrf2 activator	EPAC2 antagonist	pAkt inh	EPAC2 agonist	TGFb inhibitor
O=C(NNC(=S)NC(=O)c1ccccc1[N+](=O)[O-])c1ccccc1	0%	-3.6	·	1%	-0.8%	2%	i	6%	-1%
C1=C(c2ccccc2)N2CCN=C2S1	1%	-1.9	1%	-1%	0.2%	-3%	·	10%	-1%
Cc1ccc(NC(=O)CSc2nnc(Cc3ccccc3)c(=O)[nH]2)c(C)c1	1%	0.4	-2%	2%	-0.3%	5%	i	-1%	7%
Cn1ccnc1Sc1cc(NCCCO)c([N+](=O)[O-])c2nonc12	-2%	-2.9	-4%	?	-2.1%	-2%	i	11%	?
Cc1c2cnn(CC(=O)NCCN3CCOCC3)c(=O)c2c(C)n1Cc1ccccc1F	·	-0.4	-7%	14%	1.8%	2%	i	15%	-4%
CCn1nnc2cc(C(=O)Nc3cccc(C(F)(F)F)c3)ccc21	·	·	?	0%	-0.1%	·	·	·	-35%
Cc1ccccc1N=C1NC(=O)/C(=C/c2cccnc2)S1	-1%	-0.9	-12%	-1%	?	9%	i	7%	-3%
COc1ccc(OC)c(C(=O)c2ccc(C(=O)Nc3cccc4ccccc34)cc2)c1	-2%	-2.0	-11%	1%	-0.5%	0%	i	5%	-3%
CCOC(=O)c1nnn2c1nc(SCC(C)=O)c1ccccc12	-1%	1.3	1%	-10%	0.2%	12%	i	8%	-17%
CCCOc1ccc(C2=NC(c3ccc(F)cc3)=Nc3ccc(OC)cc3N2)cc1	·	·	5%	6%	5.7%	·	·	·	?
COc1ccccc1-n1cnnc1SC(C)C(=O)Nc1cccc([N+](=O)[O-])c1 (stereo not given)	-3%	-3.7	-16%	6%	0.2%[9.22 µM]	3%	i	4%	-13%
Cc1ccc2c(c1)C(c1ccccc1)CC(=O)O2 (stereo not given)	0%	-0.6	1%	-3%	-0.5%	?	i	9%	12%

In the list so far, these contain a nitro group on carbon.
SMILES	Mm-Cpn inhibitor	CCT modulator	Nrf2 inh	A549 viability	Nrf2 activator	EPAC2 antagonist	pAkt inh	EPAC2 agonist	TGFb inhibitor
COc1ccc(CCNC(=O)Cc2ccc(OCc3ccccc3)c(OC)c2[N+](=O)[O-])cc1OCc1ccccc1	-2%	-4.5	?	-9%	-0.2%	13%	i	7%	-3%
O=C(NNC(=S)NC(=O)c1ccccc1[N+](=O)[O-])c1ccccc1	0%	-3.6	·	1%	-0.8%	2%	i	6%	-1%
Cn1ccnc1Sc1cc(NCCCO)c([N+](=O)[O-])c2nonc12	-2%	-2.9	-4%	?	-2.1%	-2%	i	11%	?
COc1ccccc1-n1cnnc1SC(C)C(=O)Nc1cccc([N+](=O)[O-])c1 (stereo not given)	-3%	-3.7	-16%	6%	0.2%[9.22 µM]	3%	i	4%	-13%

From PubChem

These rows are one share of the data. The share of hits here may be higher or lower than overall.
